# MT stabilizer = microtubule stabilization, imaging screen; HeLa tubulin immunostaining HCS, 24 h; share of cells brighter than vehicle mean+2SD; % tubulin-high responders, % at 10 µM; 200,000 tested, 0.83% active; AID 2205;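 active = plate Z-score above 3 for both tubulin-high and condensed-nucleus cell shares, with cell loss under 80%, at 10 µM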;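 also: anti alpha tubulin signal scored within the nucleus-defined area of each cell; some results filed as inactive read as strong as hits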
# Ins promoter up = MIN6 insulin promoter up-regulation. MIN6 insulin promoter-GFP reporter, high-content imaging; hits give high values. z-score at 5 µM. 190,000 tested, 0.3% active. AID 1625;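 active = z-score above 3 at 5 µM with at least 500 cells counted in the well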
# Hep lipid drop = modulators of hepatic lipid droplet formation. AML12 mouse hepatocytes, oleate lipid droplets, BODIPY imaging. inhibition, % at 6.5 µM. 240,000 tested, 0.4% active. AID 1656;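 active = lipid droplet intensity inhibited by at least 50%, with more than 500 cells counted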
#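 Assay system: AML12 hepatocytes (mouse) / Also added: 100 µM oleic acid challenge / Times: overnight treatment with compound plus oleate / Detection: high-content imaging of BODIPY-stained droplets and DAPI nuclei / Evaluation: % inhibition of lipid droplet signal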
# Autophagy HCS = modulators of autophagy; 190,000 tested, 0.98% active; MEF GFP-LC3 puncta imaging; test concentration mostly 10 µM; calls only at 10 µM (by protocol);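 active = percentage of spot-positive cells more than 3 SD above its plate mean, without a fluorescence outlier flag or 80% toxicity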;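 also: spot-positive cell cutoff set from DMSO-treated cells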
# bCat nuc transl = beta-catenin nuclear translocation modulation | HeLa beta-catenin nuclear translocation, immunofluorescence imaging | nuclear translocation activity, % at 5 µM | 190,000 tested, 0.3% active | AID 1665;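 active = nuclear translocation activity above 50% at 5 µM, with a well cell count of 50 or more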;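 also: per-cell ratio of nuclear to cytoplasmic median beta-catenin stain intensity; plate controls were DMSO negative control for no effect and GSK-3 inhibitor IX positive control for full effect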
#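 test system = HeLa cells, endogenous beta-catenin | dosing = single 5 µM dose plus 0.02–20 µM confirmation series | times = compound treatment 24 h, 37°C, 5% CO2 | technique = beta-catenin immunofluorescence imaging with DAPI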
# Dynein transport = dynein cargo transport inhibition | z-score, hits read low | 3617.4 mouse cells, GR-EGFP nuclear translocation imaging; test concentration mostly 20 µM; stimulated with dexamethasone, 1 µM; hits give low values | 220,000 tested, 0.47% active;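 active = plate z-score of nuclear minus cytoplasmic receptor signal below a set negative limit, without overly bright fluorescence or cell loss, cut at about -3.5 in these data, passing the limit was not always enough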;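 also: z-score of nuclear minus cytoplasmic ring GR-EGFP intensity difference per well; some compounds called inactive have numbers as strong as hits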
#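 Buffer or medium: tetracycline-free induction medium containing charcoal-stripped FBS / Reagent: dexamethasone agonist, 1.0 µM final, for 30 min / Technique: automated 10x imaging of fixed Hoechst-stained cells / Times: induction 48 h, compound 1 h, agonist 30 min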
# XIAP antagonists = XIAP antagonists, biochemical, IAP family, fluorescence polarization (AID 1018). XIAP BIR domain, fluorescence polarization peptide displacement; higher % means a stronger effect. 200,000 tested, 0.007% active. displacement, % at 20 µM, or IC50 in µM where a hit was titrated; in the data active = displacement above about 50%; also: a part of the inactive calls stands beside numbers as strong as those of hits
# ER stress rescue = protection against thapsigargin-triggered cell killing – 384-well, CSM14.1, ATP luminescence, primary screen (AID 1222) | CSM14.1 thapsigargin-induced death rescue, ATP luminescence; higher % means a stronger effect | one-dose cellular ATP content (survival), % at 20 µM; EC50 in µM for titrated hits | 190,000 tested, under 10 active;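 active = EC50 below 50 µM in the dose-response confirmation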;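 also: death triggered by thapsigargin at about 15 µM added after 2 h compound pretreatment; cell ATP read after overnight thapsigargin exposure of roughly 18 to 22 hours; normalized against plate controls of thapsigargin alone and 5% DMSO vehicle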
# WT yeast gro inh = growth inhibition of WT yeast, mitochondrial fusion screen; inhibition, % at 10 µM; 190,000 tested, 2.1% active; mitochondrial fusion phenotypic screen, WT strain; in the data active = inhibition above about 58%; tested in S. cerevisiae
# WT yeast gro inh mutant strain = second read-out of WT yeast gro inh, no call of its own (marks repeat the call); inhibition, %; mitochondrial fusion phenotypic screen, mutant strain inhibition
# Dynein transport cytoplasmic EGFP = second read-out of Dynein transport, no call of its own (marks repeat the call); z-score; measured here: cytoplasmic GR-EGFP intensity; hits give high values
# Dynein transport nuclear GR-EGFP = also measured in Dynein transport; calls as there; z-score; measured here: nuclear GR-EGFP intensity;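 lower value marks the stronger effect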
# Dynein transport cell count = also measured in Dynein transport; calls as there; z-score; measured here: cell count per field
# Ins promoter up cell count = further read-out of Ins promoter up, marked with its call; cell count; measured here: cytotoxicity, nuclei count;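 total cells summed across four imaged fields per well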
# Hep lipid drop cells 6.5 µM = also measured in Hep lipid drop; calls as there; cell count; measured here: cell count, cytotoxicity flag;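 cells counted across two imaged fields per well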
# bCat nuc transl cell count 5 µM = recorded beside bCat nuc transl, whose call it bears; cell count; measured here: cell count, cytotoxicity flag
# MT stabilizer Hoechst-high % = further read-out of MT stabilizer, marked with its call; % Hoechst-high responders; measured here: nuclear condensation Hoechst responders;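 share of cells brighter than vehicle mean plus two SD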
# MT stabilizer cytotoxicity % = second read-out of MT stabilizer, no call of its own (marks repeat the call); toxicity, %; measured here: cytotoxicity by cell density;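 0% = mean cell density of plate MIN control wells and 100% = no cells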
# Autophagy HCS cell loss 18 h = second read-out of Autophagy HCS, no call of its own (marks repeat the call); toxicity, %; measured here: cell loss, nuclei count;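 cell loss after 18 h compound exposure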
# The depositor's hits bear a star; i = inactive; . = no result given; & = joins results of further samples.
SMILES,MT stabilizer,MT stabilizer Hoechst-high %,MT stabilizer cytotoxicity %,Ins promoter up,Ins promoter up cell count,Hep lipid drop,Hep lipid drop cells 6.5 µM,Autophagy HCS,Autophagy HCS cell loss 18 h,bCat nuc transl,bCat nuc transl cell count 5 µM,Dynein transport,Dynein transport cytoplasmic EGFP,Dynein transport nuclear GR-EGFP,Dynein transport cell count,XIAP antagonists,ER stress rescue,WT yeast gro inh,WT yeast gro inh mutant strain
CCCn1cc(CN2CCC(N3CCC(C(=O)N4CCOCC4)CC3)CC2)c(C)n1,.,.,.,-0.39,1085,2,667,.,.,1.4,1276,-0.37,-0.25,-0.091,0.61,.,.,.,.
O=C(Nc1cccnc1)c1cc(-c2ccc(Br)cc2)on1,5.1,2.4,7.4,-1.4,1864,19,609,.,.,-0.1,1092,-0.9,-0.09,-0.21,0.11,1.0%,.,14,-4
Cc1ccc(Cl)cc1N1CCN(S(=O)(=O)c2cnc[nH]2)CC1,4.9,2.7,7.7,0.5,975,.,.,i,8,-1.1,1175,-0.31,0.079,0.071,0.26,-4.3%,0.4%,-6,-3
C=CCNC(=O)NC(=O)COC(=O)[C@H](C)NS(=O)(=O)c1c(C)c(C)cc(C)c1C,.,.,.,-0.24,1107,27,610,.,.,-0.1,1253,-0.53,-0.73,-0.5,0.067,.,.,.,.
O=C(CSc1ccc2ccccc2c1)NCc1cccs1,3.0,2.7,10,1.9,1528,-8,480,i,10,2.0,984,0.29,-0.23,0.059,-0.41,-6.7%,1.4%,-32,-7
Cc1cc(C)c(S(=O)(=O)c2ccccc2Cl)c(Cl)n1,3.5,1.2,5.8,-1.4,1329,4,727,i,12,-0.7,1097,3,-0.21,1.4,-0.76,-5.7%,.,4,-16
CN(CC(=O)O)S(=O)(=O)c1ccc(F)cc1,2.7,1.3,5.7,0.29,1282,0,682,i,6,-1.8,1252,-0.47,-0.28,-0.68,0.064,51%,-0.2%,-12,1
Cc1cccc(C)c1NC(=O)C(c1ccccc1)N1CCN(C(=O)c2ccco2)CC1 (stereo not drawn),3.7,3.6,11,0.26,1252,-12,719,i,7,-1.0,536,-0.85,-0.3,0.27,0.57,-4.6%,-3.9%,2,-15
O=C(O)CC1S/C(=N/N=C/c2ccccn2)NC1=O (stereo not drawn),.,.,.,-0.95,1395,12,766,.,.,-5.8,1231,-0.84,-0.18,-0.32,0.39,.,.,.,.
CC(=O)N1CC(c2ccccc2)C(c2ccc(Cl)cc2)=N1 (stereo not drawn),4.3,2.4,7.2,.,.,1,629,i,7,0.2,960,-0.39,-0.24,-0.36,0.14,-11%,-1.5%,19,-8
Cc1cc(C)cc(NC(=O)/C=C/c2ccc([N+](=O)[O-])s2)c1,7.1,2.9,1.6,6*,1086*,-13,624,i,13,3.5,1052,0.86,0.14,0.7,-1.7,-1.5%,-1.0%,11,7
[O-]/[N+](=C\c1ccccc1)[C@@H]1CCCC[C@@H]1/[N+]([O-])=C/c1ccccc1,1.4,1.2,4.2,0.03,1306,.,.,i,5,-0.5,1157,-0.053,-0.036,-0.19,-0.39,-4.2%,1.0%,-2,0

# 6 of the compounds above, with tabs.
canonical_smiles	MT stabilizer	MT stabilizer Hoechst-high %	MT stabilizer cytotoxicity %	Ins promoter up	Ins promoter up cell count	Hep lipid drop	Hep lipid drop cells 6.5 µM	Autophagy HCS	Autophagy HCS cell loss 18 h	bCat nuc transl	bCat nuc transl cell count 5 µM	Dynein transport	Dynein transport cytoplasmic EGFP	Dynein transport nuclear GR-EGFP	Dynein transport cell count	XIAP antagonists	ER stress rescue	WT yeast gro inh	WT yeast gro inh mutant strain
CCCn1cc(CN2CCC(N3CCC(C(=O)N4CCOCC4)CC3)CC2)c(C)n1	.	.	.	-0.39	1085	2	667	.	.	1.4	1276	-0.37	-0.25	-0.091	0.61	.	.	.	.
O=C(Nc1cccnc1)c1cc(-c2ccc(Br)cc2)on1	5.1	2.4	7.4	-1.4	1864	19	609	.	.	-0.1	1092	-0.9	-0.09	-0.21	0.11	1.0%	.	14	-4
Cc1ccc(Cl)cc1N1CCN(S(=O)(=O)c2cnc[nH]2)CC1	4.9	2.7	7.7	0.5	975	.	.	i	8	-1.1	1175	-0.31	0.079	0.071	0.26	-4.3%	0.4%	-6	-3
C=CCNC(=O)NC(=O)COC(=O)[C@H](C)NS(=O)(=O)c1c(C)c(C)cc(C)c1C	.	.	.	-0.24	1107	27	610	.	.	-0.1	1253	-0.53	-0.73	-0.5	0.067	.	.	.	.
O=C(CSc1ccc2ccccc2c1)NCc1cccs1	3.0	2.7	10	1.9	1528	-8	480	i	10	2.0	984	0.29	-0.23	0.059	-0.41	-6.7%	1.4%	-32	-7
Cc1cc(C)c(S(=O)(=O)c2ccccc2Cl)c(Cl)n1	3.5	1.2	5.8	-1.4	1329	4	727	i	12	-0.7	1097	3	-0.21	1.4	-0.76	-5.7%	.	4	-16

# Next structures
SMILES,MT stabilizer,MT stabilizer Hoechst-high %,MT stabilizer cytotoxicity %,Ins promoter up,Ins promoter up cell count,Hep lipid drop,Hep lipid drop cells 6.5 µM,Autophagy HCS,Autophagy HCS cell loss 18 h,bCat nuc transl,bCat nuc transl cell count 5 µM,Dynein transport,Dynein transport cytoplasmic EGFP,Dynein transport nuclear GR-EGFP,Dynein transport cell count,XIAP antagonists,ER stress rescue,WT yeast gro inh,WT yeast gro inh mutant strain
CCOc1ccc(OCC)c(NC(=O)CSCC(=O)O)c1,4.3,2.7,12,0.82,992,.,.,i,-4,-0.5,1162,-0.32,-0.19,0.14,-0.59,-3.1%,-1.9%,2,-15
O=C(O)C1CCN(c2ccc(S(=O)(=O)N3CCOCC3)cc2[N+](=O)[O-])CC1,2.1,1.5,2.5,-0.31,1200,-19,737,i,17,-1.0,1136,-0.47,0.091,-0.072,0.5,-0.8%,-0.3%,5,7
O=C(Nc1ccccc1[N+](=O)[O-])C1C(c2ccccc2)=C1c1ccccc1,2.7,1.2,6.0,-0.28,1656,.,.,i,3,-0.6,1330,-0.43,-0.17,-0.43,0.57,-5.3%,0.2%,16,-2
NS(=O)(=O)c1ccc(NS(=O)(=O)/C=C/c2ccccc2)cc1,2.3,3.5,7.0,0.74,1523,.,.,i,0,1.6,1392,-0.087,0.14,0.13,0.89,-3.6%,-0.3%,6,13
O=C(NC1CCCC1)C1CC(=O)N(C2CCCCCCC2)C1 (stereo not drawn),1.5,1.1,5.8,.,.,.,.,i,-1,.,.,0.39,-0.16,0.2,-0.22,-2.7%,-1.5%,-3,4
CCOC(=O)C(Cc1ccccc1)C(=O)Nc1ccc(NC(=O)C(Cc2ccccc2)C(=O)OCC)cc1 (stereo not drawn),5.9,2.5,8.9,0.88,1392,-6,673,i,2,0.1,1159,1,-0.14,0.83,-0.25,-15%,-1.7%,9,15
O=C(CC12CC3CC(CC(C3)C1)C2)N/N=C/c1ccncc1,2.6,3.2,8.1,0.21,1206,4,755,i,4,-1.5,562,0.53,-0.21,0.36,-0.87,-2.9%,-1.3%,4,1
COc1ccc(N=C2NC(=O)/C(=C/c3ccc(O)c(OC)c3)S2)cc1,3.7,2.6,3.1,-2,1331,21,678,i,5,-0.1,939,1.2,-0.18,0.83,-0.76,0.8%,-2.4%,2,32
COC(=O)c1cnc(NNS(=O)(=O)c2ccc(C(F)(F)F)cc2)nc1C(F)(F)F,.,.,.,-0.16,1169,-2,740,.,.,-0.1,1275,2.3,-0.1,0.82,-1.6,.,.,.,.
Cc1ccc(OCc2nnc(SCC(=O)NCc3ccccc3)n2C)cc1,2.5,2.6,7.3,-0.73,1256,2,721,i,-3,-4.0,1247,0.53,-0.18,0.36,-0.2,-1.4%,-2.6%,-17,-1
Cc1ccccc1C(OCCN(C)C)c1ccccc1 (stereo not drawn),3.1&3.9,2.5&3.0,3.5&7.0,-2.2,921,-17&-9,707&682,i,40&5,-0.6,1082,-0.081&-0.8,-0.27&-0.33,0.43&-0.31,0.086&0.83,-4.5%&-5.9%,0.8%&-0.6%,9&-9,-4&7
O=C(CSc1nnc(SCc2ccccc2)s1)N/N=C/c1ccc(Cl)cc1Cl,8.1,4.2,4.9,-0.31,1450,0,576,i,10,-0.4,969,-1.3,-0.23,-0.88,0.59,-0.2%,-2.7%,-5,-1
COC(=O)C1=C(C)N(c2ccc(OC)cc2)C(=O)/C1=C\c1cccs1,1.6,2.6,10.0,-1.6,1427,5,648,i,-11,-2.3,1015,0.31,-0.21,0.33,0.11,-3.9%,11%,-16,-4
CN(C)C(=O)N1CCC(C(=O)NCC2CCCO2)CC1 (stereo not drawn),6.2,2.6,8.2,-0.51,1957,4,678,i,2,3.9,1044,0.19,-0.048,0.43,-0.3,0.8%,-0.8%,-10,0
Oc1oc(-c2ccccc2)nc1/C=N/c1nccs1,2.0,3.6,8.5,-0.48,2327,-7,628,i,10,-1.0,780,0.14,-0.11,0.59,-1.3,-5.2%,-3.0%,-9,2
Cn1nc(Oc2nc(N3CCOCC3)nc(N3CCOCC3)n2)ccc1=O,1.0,1.3,9.3,0.36,1002,.,.,i,0,.,.,-0.53,-0.13,-0.13,0.43,-4.7%,1.6%,-54,-50
CC(NC(=O)Cc1ccc(F)cc1)c1ccc(F)cc1 (stereo not drawn),1.5,4.9,1.8,0.14,1436,23,654,i,1,.,.,-0.74,-0.3,-0.71,0.98,-7.7%,-0.5%,-4,5

# Screens deposited in PubChem by several laboratories.
